TRPV1 agonist: HTS Assay for Compounds that Act as Agonists of the Vanilloid Receptor 1; AID 540275, 2011; 320,000 compounds, 0.19% hits; activation, % at 8.33 µM; TRPV1-expressing cells, Fluo-8 calcium influx, agonist mode; in the data active means activation above about 80%; inconclusive means between about 30% and that limit; further: 0% is about no effect
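TRPV1-expressing cells were cultured overnight at 35.5C and loaded with Fluo-8 calcium dye for 40 to 90 min at room temperature. After a 10 s baseline, compound was added and calcium influx was read kinetically for 3 min (ex 480/em 520 nm).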
PKM2 activator: qHTS Assay for Activators of Human Muscle isoform 2 Pyruvate Kinase. Pyruvate kinase PKM (Homo sapiens), P14618. purified PKM2, Kinase-Glo ATP luminescence, activation; response scale: 0% is enzyme alone, no compound. Potency, µM (series often up to 57.5 µM), without a hit: top-dose activation, most hits filed as activators. 260,000 compounds, 0.34% hits. AID 1631, 2009; further: potency means the concentration at half of the fitted maximal effect; on the % scale 0 is the no-effect control and ±100 the full control effect; nearly all actives have a fitted effect of over 55% in size
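ATP formation by purified human PK-M2, quantified via coupled luciferase luminescence after 1 h at room temperature with 0.1 mM ADP and 0.5 mM PEP final.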
hERG WT inh: qHTS for Inhibitors of KCHN2 3.1: Wildtype qHTS | 340,000 compounds, 0.37% hits | U2OS, BacMam KCNH2, thallium flux FluxOr; stronger effect = lower value | Voltage-gated inwardly rectifying potassium channel KCNH2 (Homo sapiens), Q12809 | activity change, % at 1.84 µM;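 active means maximum activity change below -70%; inconclusive means maximum activity change between -70% and -50%; inactive means maximum activity change above -50%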; further: on the % scale 0 is the no-effect control and ±100 the full control effect
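U2OS cells were transduced with wild-type KCNH2 virus (2.03 x 10^8 / mL) for 4 h at room temperature, then cultured overnight at 37 C. Thallium flux was read with FluxOr dye. Rate constants were normalized to DMSO controls.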
B2AR arrestin: qHTS assay of beta-arrestin-biased ligands of beta2-adrenergic receptor | Beta-2 adrenergic receptor (Homo sapiens), P07550 | beta-arrestin recruitment to beta2AR, cell-based reporter | 330,000 compounds, 0.02% hits | AID 492947, 2010 | Potency, µM (series often up to 46.1 µM), without a hit: at the highest dose activation, hits mostly activators;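 further: potency means the concentration at half of the fitted maximal effect; 0% = DMSO controls and full agonism = EC100 isoproterenol or metaproterenol; nearly all actives have a fitted effect of over 65% in size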
Target sequence (P07550 whole entry, looked up): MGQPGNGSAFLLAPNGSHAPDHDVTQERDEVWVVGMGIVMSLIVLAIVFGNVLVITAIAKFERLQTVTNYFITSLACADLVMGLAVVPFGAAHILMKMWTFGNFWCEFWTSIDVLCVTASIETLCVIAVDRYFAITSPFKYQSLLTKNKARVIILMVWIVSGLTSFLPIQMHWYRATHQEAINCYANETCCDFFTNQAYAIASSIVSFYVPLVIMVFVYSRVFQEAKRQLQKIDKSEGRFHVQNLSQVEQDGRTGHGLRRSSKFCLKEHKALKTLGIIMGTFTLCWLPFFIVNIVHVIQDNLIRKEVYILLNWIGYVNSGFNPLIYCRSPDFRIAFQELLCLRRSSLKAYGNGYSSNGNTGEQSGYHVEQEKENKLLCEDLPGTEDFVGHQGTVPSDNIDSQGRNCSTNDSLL
FBPA coupling cs: qHTS Assay for Inhibitors of Fructose-1,6-bisphosphate Aldolase from Giardia Lamblia: Coupling assay counterscreen. activity change, negative = inhibition, % at 58.2 µM, hits read low. coupling enzyme system counterscreen, AmpLite Red fluorescence. 290,000 compounds, 0.67% hits; in the data active means activity change below about -30%; further: on the % scale 0 is the no-effect control and ±100 the full control effect
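First, compound is pin-transferred into glyceraldehyde-3-phosphate coupling-enzyme reagent at 57.5 uM final and held 10 min at RT. Next, substrate, coupling system and AmpLite Red are added. After 20 min RT, fluorescence (525/598 nm) is read.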
GALK inh: qHTS Assay for Inhibitors of Human Galactokinase (GALK); P51570; Purified GALK, Kinase-Glo residual ATP luminescence; Potency, µM (highest dose often 57.5 µM), inactives show at the highest dose activity change, negative = inhibition, actives largely listed as inhibitors; 270,000 compounds, 0.007% hits; AID 1868, 2009; further: potency means the concentration at half of the fitted maximal effect; on the % scale 0 is the no-effect control and ±100 the full control effect
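Compounds were pin-transferred into ATP buffer (35 uM final), then GALK plus galactose (5 nM, 100 uM final) was added. After 1 h at room temperature, Kinase-Glo Plus was added and luminescence read after 10 min.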
MLL CXXC-DNA inh: qHTS Fluorescence Polarization Assay for Inhibitors of MLL CXXC domain - DNA interaction; Potency, µM (top dose mostly 115 µM), for inactives: top-dose activity change, negative = inhibition, actives largely listed as inhibitors; MLL-CXXC / FITC-HOXA9 DNA fluorescence polarization; 290,000 compounds, 0.037% hits; Histone-lysine N-methyltransferase 2A (Homo sapiens), Q03164; active means well fitted inhibition curve with a large enough effect in the polarisation, with a control signal flat, not every such curve was filed as active; inconclusive means small, poorly fitted or top-dose-only effect, or effect the other way, or a change in a side signal; inactive means no such curve, though single readings can be large or run the other way; the % refers to the polarisation; further: potency means the concentration at half of the fitted maximal effect
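Purified MLL-CXXC (added from a 7 uM solution) was preincubated 5 min at ambient with pinned compounds in 50 mM Tris-HCl pH 7.5, 50 mM NaCl, 1 mM DTT, 0.05% BSA. Fluorescein-labeled HOX-A9 DNA (50 nM solution) followed, 30 min, then polarization read.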
Giardia killer: Small Molecules that selectively kill Giardia lamblia: qHTS; Giardia lamblia trophozoite viability; activity change, % at 7.66 µM, hits read low; 340,000 compounds, 0.15% hits; AID 540267, 2011; in the data active means activity change below about -80%; inconclusive means between about -30% and that limit;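 further: parasites exposed to compound for two days anaerobically before the ATP read; on the % scale 0 is the no-effect control and ±100 the full control effect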
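Killing of trophozoites was scored by loss of ATP luminescence after a 48 hrs anaerobic exposure to compounds at 37 deg C, using 100 cells per well.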
USP2a inh: qHTS Assay for Inhibitors of Ubiquitin-specific Protease USP2a Using CHOP2 as the Reporter. Ubiquitin carboxyl-terminal hydrolase 2 (Homo sapiens), O75604. USP2 core, Ub-CHOP2 coupled fluorogenic reporter, 485/531. Potency, µM (highest dose often 38.3 µM), without a hit: at the top dose activity change, negative = inhibition, most hits filed as inhibitors. 330,000 compounds, 0.01% hits;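 further: potency means the concentration at half of the fitted maximal effect; plate controls were DMSO wells for no effect and full inhibition by NEM control for full effect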
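Deubiquitinase activity read as fluorescence (485/531 nm) after Ub-CHOP2 cleavage activates the enterokinase reporter on its substrate; USP2 core 10nM, Ub-CHOP2 and substrate 25nM each, 30min compound preincubation then 60min RT; data normalized to NEM, curves fitted.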
KCNH2 3.1 inh: qHTS for Inhibitors of KCHN2 3.1: Mutant qHTS. activity change, % (tested at about 1.8 µM). AID 720553, 2013. Potassium voltage-gated channel subfamily H member 2, brain isoform KCNH2 3.1 (human). U2OS KCNH2 3.1, thallium flux FluxOr; stronger effect = lower value. 340,000 compounds, 0.95% hits;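 active means maximum activity change below -70%; inconclusive means maximum activity change from -70% to -50%; inactive means maximum activity change above -50%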;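 further: thallium influx rate constant from kinetic fluorescence after stimulation buffer; on the % scale 0 is the no-effect control and ±100 the full control effect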
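Kinetic fluorescence (2 min after stimulation buffer) measures Tl+ influx through KCNH2 3.1 expressed by viral transduction in U2OS cells; the rate constant is normalized against DMSO controls serving as positive and negative references.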
Menin-MLL TR inh: qHTS Assay for Inhibitors Targeting the Menin-MLL Interaction in MLL Related Leukemias: Competition With Texas Red Labeled MLL-derived Mutant Peptide. Potency, µM (highest dose often 61.6 µM), without a hit: at the highest dose FP activity change, negative = inhibition, most hits filed as inhibitors. 270,000 compounds, 0.23% hits. AID 1768, 2009. O00255. Menin + Texas Red MLL mutant peptide, fluorescence polarization; active means well fitted inhibition curve with a large enough effect in the polarisation, with a control signal flat, not every such curve was filed as active; inconclusive means small, poorly fitted or top-dose-only effect, or effect the other way, or a change in a side signal; inactive means no such curve, though single readings can be large or run the other way; the % refers to the polarisation; further: potency means the concentration at half of the fitted maximal effect; % of control where 0% means no effect; many of its hits are not listed in these tables
Target sequence (O00255 whole entry, looked up): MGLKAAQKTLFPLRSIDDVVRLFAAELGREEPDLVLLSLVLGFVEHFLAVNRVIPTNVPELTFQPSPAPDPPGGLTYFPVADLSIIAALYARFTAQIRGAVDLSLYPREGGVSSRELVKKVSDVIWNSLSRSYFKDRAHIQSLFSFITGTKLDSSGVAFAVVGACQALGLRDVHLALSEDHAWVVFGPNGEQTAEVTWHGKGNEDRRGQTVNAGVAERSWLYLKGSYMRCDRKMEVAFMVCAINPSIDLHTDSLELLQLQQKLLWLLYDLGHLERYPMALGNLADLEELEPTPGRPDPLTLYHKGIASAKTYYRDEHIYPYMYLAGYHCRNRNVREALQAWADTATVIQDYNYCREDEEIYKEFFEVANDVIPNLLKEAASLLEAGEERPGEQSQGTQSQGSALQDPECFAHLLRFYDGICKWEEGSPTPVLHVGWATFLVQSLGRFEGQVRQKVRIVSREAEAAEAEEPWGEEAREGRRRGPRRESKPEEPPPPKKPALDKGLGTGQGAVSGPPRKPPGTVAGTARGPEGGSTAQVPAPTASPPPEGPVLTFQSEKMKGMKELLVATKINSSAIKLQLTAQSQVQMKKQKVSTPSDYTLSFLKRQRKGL
* marks the source's active call; other numbers are inactive results; ? = inconclusive; . = not tested or not shown; [ ] = remark or other dose. Unless noted, the call rests on the fitted dose curve; in most records, active means well fitted curve in the direction sought with a large enough effect; inconclusive means small, poorly fitted or top-dose-only effect, or another doubt; inactive means no such curve, though single readings can be large; an effect the other way counts as inactive or inconclusive. A portion of the library (hit frequency here may not be typical).

Compound	MLL CXXC-DNA inh	Menin-MLL TR inh	TRPV1 agonist	PKM2 activator	Giardia killer	B2AR arrestin	KCNH2 3.1 inh	GALK inh	hERG WT inh	FBPA coupling cs	USP2a inh
CN1CCN(C(=O)CCCN2C(=O)/C(=C/c3ccccc3)SC2=S)CC1	11.9%	-1.8%	2.0	-16.5%	-0.7	-0.9%	-3.6	-1.2%	2.6	0.5	1.0%
COc1ccc(C2NC(Cc3ccccc3)(C(=O)O)C3C(=O)N(c4ccccc4OC)C(=O)C23)cc1 (stereo not given)	1.4%	2.1%	-1.3	-2.0%	30.3[activator]	-0.1%	15.7	-1.5%	-6.9	6.6	1.1%
COc1ccc2[nH]c(=O)c(CN(Cc3ccc(C)cc3)Cc3nnnn3CC3CCCO3)cc2c1 (stereo not given)	-4.1%	-16.9%	11.7	0.9%	8.9	0.4%	-2.3	-2.4%	-1.1	-47.2*	3.1%
COc1ccc(-c2csc(NC(=O)C3CCCO3)n2)cc1 (stereo not given)	6.5%	-2.1%	17.1	0.8%	15.3	-0.6%	-1.3	0.0%	2.1	-0.5	2.5%
O=C(CN1C(=O)/C(=C/c2ccccc2)Sc2ccccc21)NCCCN1CCOCC1	18.8%	-12.4%	1.8	.	-1.7	0.7%	0.6	7.7%	3.4	0.4	2.1%
CC1(C)Cc2c(sc(/N=C/N3CCCCC3)c2C#N)C(C)(C)N1	6.3%	.	-2.2	-4.9%	-13.0	0.0%	3.1	0.4%	7.8	0.2	2.4%
COc1ccc(/C=C/C(=O)OCc2csc(-c3ccccc3)n2)cc1OC	2.6%	13.4%	-2.7	-7.1%	-4.4	1.6%	2.0	1.3%	0.2	6.6	-0.6%
c1coc(C2Nc3ccccc3C3OCCC23)c1 (stereo not given)	-2.9%	3.6%	-1.4	-6.2%	10.0	-3.4%	6.4	2.6%	-1.3	-4.3	0.1%
Cc1ccc(C(C)NC(=O)c2cc(C)oc2C)cc1 (stereo not given)	0.3%	-8.8%	-0.2	4.7%	10.1	-0.4%	2.3	0.3%	11.8	4.4	1.8%
Cc1ccc(CNC(=O)c2cccc(S(C)(=O)=O)c2)cc1	-3.5%	12.5%	0.1	1.4%	-1.3	0.4%	12.0	-1.7%	-3.2	-1.3	2.6%
CN1C(=S)SC(N2OC3C(=O)N(c4ccccc4)C(=O)C3C2c2ccc(Cl)cc2)C1(C)C (stereo not given)	-10.2%	-3.4%	-0.8	2.9%	-7.4	0.2%	-10.2	0.1%	3.9	1.5	2.1%
O=C(CN(c1ccccc1Cl)S(=O)(=O)c1ccccc1)NCc1ccccc1	-2.5%	13.1%	21.9	0.3%	-2.4	0.0%	-3.4	-5.1%	1.3	-0.6	-1.5%
CN(CC#CC(O)(c1ccccc1)c1ccccc1)C(C)(C)C	5.9%	.	0.4	-9.3%	-8.4	0.3%	1.3	-1.5%	30.7	-1.6	-0.2%
CC(C)(OC(=O)NC(=O)C(F)(F)F)C(C)(C)OC(=O)NC(=O)C(F)(F)F	2.9%	0.0%	-1.1	-4.6%	-4.2	-0.4%	21.2	5.3%	-11.7	1.1	-0.5%
CC(=O)Nc1cccc(S(=O)(=O)N2CCCCCC2)c1	5.6%	14.5%	-0.6	2.4%	6.0	-0.2%	18.6	0.4%	-2.9	0.8	-0.3%
CCn1nc(C)cc1C(=O)N(C)C1CCCN(Cc2ccccc2F)C1 (stereo not given)	4.7%	-4.3%	4.5	-4.7%	-1.0	-0.3%	5.1	-0.3%	6.6	1.2	1.0%
CCCn1c(SCC(=O)OCC)nc(C(F)(F)F)cc1=O	12.0%	1.7%	7.2	0.1%	3.9	-0.2%	-24.4	0.8%	-16.0	-0.1	2.5%
O=C(c1ccco1)[C@@H]1[C@@H]2C(=O)N(c3ccc(F)cc3)C(=O)[C@@H]2C2c3ccccc3C=CN21 (stereo not given in full)	-15.6%	?	3.8	10.3%	.	0.4%	.	0.7%	.	-39.7*	5.0%
COc1cc(NC(=O)CN(c2cc(C)cc(C)c2)S(=O)(=O)c2c(C)[nH]c(=O)[nH]c2=O)cc(OC)c1	-0.7%	.	0.8	.	-1.2	0.5%	17.0	-0.7%	-4.3	.	2.2%
Cc1cc(C(=O)NNC(=O)c2ccccc2[N+](=O)[O-])c(C)o1	.	.	3.0	.	-5.1	-0.3%	-1.8	.	7.0	.	1.6%
CC(C)CN(C(=O)c1ccc([N+](=O)[O-])s1)c1c(N)n(Cc2ccccc2)c(=O)[nH]c1=O	.	.	-3.5	.	-8.8	-0.2%	-16.7	.	0.8	.	3.6%
CCOc1ccc(CN2CCCC(CO)(Cc3ccc(F)cc3)C2)cc1 (stereo not given)	?	-17.4%	5.5	-6.6%	6.7	0.3%	-96.9*	0.0%	-33.5	3.0	-2.0%
Cc1nn(-c2ccccc2)c(C)c1/C=N/NC(=O)CSc1nnc(SCc2ccc(Cl)cc2)s1	8.9%	-7.1%	-1.6	9.1%	35.4[activator]	-0.5%	-13.2	1.2%	0.4	-1.1	0.9%
COc1ccc(CCNC(=O)CCNS(=O)(=O)c2ccc3c(c2)CCN3C(C)=O)cc1OC	6.9%	9.7%	2.2	-2.5%	-1.1	-0.2%	2.8	0.7%	-9.2	0.7	1.2%
CCCOc1ccc(N2C(=O)CC(SC(=NCC)NCC)C2=O)cc1 (stereo not given)	0.9%	2.9%	-0.3	-2.3%	-5.6	0.1%	10.0	0.7%	-10.4	2.2	2.4%
CC(C)(C)S(=O)(=O)c1cnc(N2CCOCC2)nc1N	2.5%	.	0.4	3.5%	-5.9	0.6%	5.0	-1.3%	0.7	1.8	-2.0%
CCOc1ccc2c(C)c(Cl)c(=O)oc2c1	0.9%	-0.8%	3.6	3.5%	5.8	-3.4%	-2.7	2.8%	-1.8	0.5	1.4%
COC(=O)[C@@]12CCCCN1[C@H](c1ccc(-c3ccc4c(c3)OCO4)cc1)[C@H]1C(=O)N(C)C(=O)[C@H]12	.	.	.	.	?	0.0%	-4.0	.	-11.9	.	2.3%
COc1ccc(NC(=O)c2ccco2)cc1NC(=O)c1ccccc1F	2.4%	?	?	1.1%	-7.2	0.1%	-15.4	-1.9%	-0.4	2.0	1.3%
COc1ccc(N2CSC3=C(C#N)C(c4cc(OC)c(OC)cc4OC)CC(=O)N3C2)c(OC)c1 (stereo not given)	2.2%	?	0.1	-0.1%	12.0	0.0%	-2.8	2.3%	-1.7	-48.1*	2.0%
CCOC(=O)c1c(C)[nH]c(C(=O)OCC(=O)Nc2cccnc2Cl)c1C	.	.	-1.9	.	-21.9	-0.6%	11.3	.	0.3	.	3.5%
COc1ccc(/C=N/NC(=O)CCCC(=O)NC2CCCCC2)cc1	17.5%	-4.4%	-2.1	-1.7%	8.5	-0.1%	-5.3	-2.0%	-0.6	-3.7	6.2%
O=C(c1cccc(N2C(=O)C3C4C=CC(C4)C3C2=O)c1)N1CCN(c2ccccc2Cl)CC1 (stereo not given)	0.8%	-10.9%	11.3	-0.1%	15.3	0.5%	-1.1	-0.2%	3.3	0.8	-1.3%
CCOC(=O)CCNC(=O)N1CCCC(N2CCN(c3ccc(OC)cc3)CC2)C1 (stereo not given)	3.2%	-4.2%	1.7	0.7%	-2.6	-0.9%	-6.2	6.0%	9.5	-1.5	-0.5%
O=C(NCc1ccccn1)c1ccc(Cn2cc(C(F)(F)F)ccc2=O)cc1	5.0%	-1.4%	2.5	6.8%	3.7	-0.3%	-11.3	0.6%	-0.9	2.7	0.0%
Cc1ccc(-c2c(C(=O)N/N=C/c3cccnc3)nnn2-c2nonc2N)cc1	1.2%	5.8%	3.6	-14.3%	-2.3	0.4%	11.1	1.3%	-5.3	-17.2	1.7%

High-throughput results: PubChem BioAssay, National Center for Advancing Translational Sciences (NCATS)
